Screens as filed in PubChem.
Ecoli viability: counter-screen for AddAB inhibitors: E. coli growth inhibition | E. coli V3065 growth, OD600 absorbance, 18 h | inhibition, % at 11.9 µM | 330,000 tested, 0.27% active;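 active means inhibition above the campaign's mean inhibition across all tested compounds plus 3 SD, cut at about 9.9% in these data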;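 further: uninfected addAB+ strain grown without phage in ampicillin broth; 0% = DMSO wells and 100% = ciprofloxacin 0.95 µg/ml wells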
HTR5A ag: activates human HTR5A in OPRM1-OPRD1 agonist counter-screen. P47898. HTR5A agonist assay, luminescence, cell-based. activation, % at 9.3 µM. 340,000 tested, 0.61% active. AID 504692; in the data active means activation mostly above about 9.5%, no sharp cut-off; inactive means mostly below about 7.6%;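 further: 0% = cells with vehicle only and 100% = reference agonist; strong numbers were not always called active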
Target sequence (P47898 whole entry, looked up): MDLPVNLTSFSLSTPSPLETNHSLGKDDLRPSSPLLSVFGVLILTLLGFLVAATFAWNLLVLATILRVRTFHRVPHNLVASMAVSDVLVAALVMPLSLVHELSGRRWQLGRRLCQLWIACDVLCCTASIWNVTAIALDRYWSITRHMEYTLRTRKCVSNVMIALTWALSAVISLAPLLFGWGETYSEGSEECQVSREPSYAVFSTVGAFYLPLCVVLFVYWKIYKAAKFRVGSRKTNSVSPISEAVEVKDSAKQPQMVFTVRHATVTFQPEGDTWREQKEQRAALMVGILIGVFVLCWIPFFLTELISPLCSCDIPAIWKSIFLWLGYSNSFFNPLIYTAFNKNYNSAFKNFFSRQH
AddAB inh: less growth of phage-infected E. coli with AddAB | 330,000 tested, 0.29% active | inhibition, % at 11.9 µM | E. coli expressing H. pylori AddAB, absorbance growth; in the data active means inhibition above about 12%;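 further: 0% = vehicle wells of infected cells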
CDK5 inh: CDK5/p35 (human) kinase inhibition | Q00535+Q15078 | AID 488839 | Recombinant CDK5/p35, ADP-Glo luminescence, 60 min | inhibition, % at 10 µM | 330,000 tested, 0.01% active;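 active means highest replicate inhibition of at least 50% and at least 75% of replicates reaching 50%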;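 further: plate controls were DMSO neutral control for no effect and GW8510 at 10 µM for full effect; many of its hits are not listed in these tables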
phage Ecoli inh: E. coli growth loss with phage present; growth absorbance; inhibition, % at 11.9 µM; 360,000 tested, 0.26% active; AID 651602; in the data active means inhibition above about 11%
PKA-R2B act: activates the human PKA-R2B holoenzyme complex; activation, % at 11.4 µM; PKA-R2B holoenzyme dissociation, Cy5-IP20 fluorescence polarization; R2B truncated from residue 108, S112A mutant; 0% DMSO only, 100% 113 µM cGMP; P22694+P31323; AID 504700; 340,000 tested, 0.079% active;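 active means activation above a cutoff set at the mean over all compounds plus 3 SD, cut at about 18% in these data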;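 further: higher means more holoenzyme dissociation and a rise in polarization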
DAGLB inh: blocks human DAGLB lipase activity; HEK293T DAGLB membrane lysate, EnzChek fluorogenic substrate; Q8NCG7; AID 504411; inhibition, % at 5.17 µM; 340,000 tested, 0.059% active; in the data active means inhibition above about 34%;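 further: 0% = enzyme with vehicle and 100% = wells lacking enzyme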
Target sequence (Q8NCG7 whole entry, looked up): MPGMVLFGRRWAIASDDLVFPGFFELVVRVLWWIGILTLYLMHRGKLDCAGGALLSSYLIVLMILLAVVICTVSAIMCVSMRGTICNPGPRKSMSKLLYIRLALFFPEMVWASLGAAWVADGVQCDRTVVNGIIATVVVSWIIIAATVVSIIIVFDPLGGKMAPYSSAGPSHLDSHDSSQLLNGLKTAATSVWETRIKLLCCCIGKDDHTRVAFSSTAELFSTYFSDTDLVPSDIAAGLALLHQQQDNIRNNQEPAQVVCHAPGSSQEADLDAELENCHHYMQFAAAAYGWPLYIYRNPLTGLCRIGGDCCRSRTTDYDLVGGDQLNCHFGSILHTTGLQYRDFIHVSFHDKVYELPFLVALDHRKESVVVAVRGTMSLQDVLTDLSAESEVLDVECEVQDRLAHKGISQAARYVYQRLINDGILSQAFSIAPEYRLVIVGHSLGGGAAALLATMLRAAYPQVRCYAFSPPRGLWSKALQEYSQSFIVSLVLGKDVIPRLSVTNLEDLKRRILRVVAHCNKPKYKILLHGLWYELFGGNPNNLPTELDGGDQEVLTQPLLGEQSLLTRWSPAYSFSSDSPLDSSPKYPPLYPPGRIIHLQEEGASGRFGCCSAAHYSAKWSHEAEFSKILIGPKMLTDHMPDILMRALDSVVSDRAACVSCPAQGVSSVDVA
HTR5A inv ag: counter-screen for OPRM1-OPRD1 inverse agonists: human HTR5A inverse agonism; P47898; HTR5A cell line, luminescence; inhibition, % at 9.3 µM; 340,000 tested, 0.083% active; in the data active means inhibition mostly above about 23%, no sharp cut-off; inactive means mostly below about 18%;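 further: 0% = cells with DMSO and 100% = no-cell wells with DMSO; some compounds called inactive have numbers as strong as hits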
PKA-R1A activ: PKA-R1A complex activation. 340,000 tested, 0.083% active. activation, % at 11.4 µM. PKA-R1A dissociation, Cy5-IP20 fluorescence polarization; scaled: DMSO 0%, 113 µM cGMP 100%;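 active means percent activation above the mean of all tested compounds plus 3 SD, cut at about 19% in these data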;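 further: higher means more PKAc released from R1A so a rise in polarization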
SUMO Mot1 rescue: inhibitors of SUMOylation pathway: yeast Mot1-301 growth rescue | growth rescue, % at 18.8 µM | 320,000 tested, 1% active | S. cerevisiae Mot1-301 growth rescue, ATP luminescence, 38.5C; percent above DMSO median, 100 means doubled;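 active means every valid replicate shows activation above 250% relative to neutral control wells; inactive means the rest, any valid replicate at or below 250%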;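 further: OY570 slx delta 5 strain wells were the positive control but not used for scaling; some compounds called inactive have numbers as strong as hits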
Tat export inh: E. coli Tat transport inhibition | E. coli MC4100 TorA-mCherry Tat export, fluorescence | inhibition, % at 10 µM | 340,000 tested, 0.036% active;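 active means mean replicate inhibition at least 50% and at least half of replicates individually reaching 50%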;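 further: exported cargo escapes ClpAP degradation while cytoplasmic cargo is degraded and loses fluorescence; 0% = median of neutral control wells and 100% = median of NaSCN control wells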
An asterisk follows results filed as active; . = no result given. The order is random; overall some 2.3% were active at least once.

Results follow in this order: Ecoli viability, HTR5A ag, AddAB inh, CDK5 inh, phage Ecoli inh, PKA-R2B act, DAGLB inh, HTR5A inv ag, PKA-R1A activ, SUMO Mot1 rescue, Tat export inh
- CC(=O)Nc1ccc(S(=O)(=O)NCCC(=O)NCc2ccncc2)cc1
 : 3.3, 1.0, 5.1, -0.1, 1.1, 4.1, 3.2, 1.6, -5.1, 114.4, -0.8
- O=C(c1cc2ccccc2oc1=O)N1CCN(Cc2ccc3c(c2)OCO3)CC1
 : 0.1, 1.3, 1.7, 0.3, 1.6, -5.4, 0.3, -2.2, 3.5, 27.1, -3.6
- Fc1cccc(F)c1-n1c(CN2CCOCC2)csc1=S
 : 2.0, -1.8, 2.9, -0.8, 2.4, -3.2, -2.7, 5.0, -11.2, 59.0, 6.4
- CC1CCN(S(=O)(=O)c2ccc3c(c2)oc(=O)n3CC(=O)N2c3ccccc3CC2C)CC1 (stereo unspecified)
 : 3.5, -3.1, 1.0, -0.5, 3.0, -15.5, -2.0, 8.1, -4.7, -9.2, 12.0
- CN(CC(=O)Nc1cccc(F)c1)C(=O)c1ccc(NC2CC2)c([N+](=O)[O-])c1
 : 0.0, -0.8, -1.0, -0.3, 0.4, -5.5, 3.6, -2.9, -8.9, -11.8, -3.2
- Cc1onc(-c2c(F)cccc2Cl)c1C(=O)N(C)CC(=O)Nc1cccc(F)c1
 : -1.8, 6.9, -0.4, -0.8, 0.1, -5.2, -0.5, -0.3, 3.3, 304.4, -3.1
- CCOc1ccc(C2C3=C(CCCC3=O)OC(N)=C2[N+](=O)[O-])cc1 (stereo unspecified)
 : -0.2, -0.9, -0.2, 0.4, 2.5, -5.1, 1.1, -27.7, 6.8, -0.7, 2.6
- FC(F)(F)c1cccc(CON=C2CCN(c3ncc(C(F)(F)F)cc3Cl)CC2)c1
 : 0.6, 4.1, 2.2, 2.0, 1.8, 1.1, 0.0, 5.7, 7.5, -2.9, -4.2
- O=C1NC(=O)/C(=C/c2cccc(O)c2)N1
 : -0.2, 1.0, -2.1, 2.2, 0.8, -10.3, -0.4, -3.5, 6.5, 312.4, -4.2
- CSCC(C)N1CCC(CO)(CCc2ccccc2)CC1 (stereo unspecified)
 : 0.5, 0.0, 0.6, 0.1, 0.5, 8.1, 1.4, -0.1, 6.2, 13.6, -5.1
- CNC(=O)c1cn(-c2ccc(Cl)cc2)c(=O)c2ccccc12
 : -0.9, -0.7, 2.9, -2.5, 3.3, 3.6, 0.5, 1.8, -5.7, 1.4, -0.5
- COc1ccc(OCCSc2nnc(C(C)NC(=O)c3ccccc3F)n2C)cc1 (stereo unspecified)
 : 0.8, -1.1, 3.9, -0.6, 4.0, 5.4, 0.1, 2.6, 0.3, 9.5, 2.9
- O=CN1CCN(C(=O)c2cccc([N+](=O)[O-])c2)CC1
 : -3.8, 1.9, -1.0, -0.1, 0.9, -3.8, 1.1, -7.0, -3.6, 3.5, -0.7
- O=C(CN(c1ccc(F)cc1)S(=O)(=O)c1ccccc1)NC1CCCCCC1
 : 2.1, 0.3, 3.0, 1.6, 0.9, -7.8, 1.7, -4.2, 3.1, 10.5, -12.9
- Cn1c(NCc2cccc(Br)c2)nc2ccccc21
 : -3.3, 9.0, 4.9, 0.7, 4.4, 2.1, -8.9, -5.5, 4.8, 5.4, 6.5
- COCCCn1c(Cc2csc(Nc3cccc(Cl)c3)n2)nnc1SCC(=O)OC
 : -2.5, -0.2, 1.8, 0.7, 1.4, -6.6, -2.2, 1.4, 5.2, -3.2, -5.7
- NC(=O)c1ccccc1OCCOc1ccc(Br)cc1
 : -2.7, -1.0, 3.3, 4.1, 2.4, 3.8, -4.0, 20.7, 1.2, -8.6, -5.6
- COCCNC(=O)COC(=O)c1nsc(Cl)c1Cl
 : -1.0, 6.2, 0.7, -1.2, 2.5, 3.9, 0.1, -2.2, 2.9, -4.0, 3.3
- CCOC(=O)c1ccc(S(=O)(=O)NNC(=O)c2cccc(N(C)C)c2)cc1
 : 0.3, 4.5, 2.3, -0.3, 0.1, -10.4, -0.1, -12.2, 4.5, -7.7, 8.0
- Cc1cccc(NC(=O)CSCC(=O)Nc2ccc(S(=O)(=O)N3CCOCC3)cc2)c1
 : 0.0, 0.8, 0.6, -2.2, 1.5, -13.3, 1.4, -1.9, 2.7, 65.4, 5.0
- O=C(c1cccc([N+](=O)[O-])c1)N(c1ccccn1)c1ccccn1
 : -6.1, 1.5, 0.4, 1.4, 2.3, -3.4, 2.7, -17.5, 9.6, 18.8, -16.4
- CCN1/C(=C\c2ccc3ccccc3[n+]2CC)Sc2cc(C)ccc21
 : 15.0*, 7.6, 13.3*, -1.7, 8.9, -5.0, -11.2, 12.1, -3.3, -6.7, -3.8
- Cc1ccc(C(O)Cn2cc([N+](=O)[O-])nc2C)cc1 (stereo unspecified)
 : -1.1, -2.0, 0.6, -0.1, 1.3, 12.8, 0.8, -2.8, 6.2, -14.8, -8.8
- CC(C)NC(=O)c1ccc(NC(=O)CC2SC(N3CCCCC3)=NC2=O)cc1 (stereo unspecified)
 : -1.9, -3.0, 1.5, -3.3, 0.4, -18.0, 3.7, 7.5, -1.2, 1.6, -5.5
- COc1ccc(-c2ocnc2C(=O)N2CCN(C(c3ccccc3)c3ccccc3)CC2)cc1
 : 1.4, -1.8, 1.0, -5.5, 0.8, -0.6, 0.5, 4.6, 1.8, -2.7, 5.1
- Cc1cccc2cc3c(NC(=O)C(C)C)nn(C)c3nc12
 : 3.5, -4.6, 2.1, 0.1, 0.5, 8.4, -6.4, -2.5, -3.0, 3.2, -0.8
- COC(=O)Cc1cc(=O)n2[nH]c(C)c(-c3ccccc3)c2n1
 : 1.3, -1.1, 3.6, 1.4, 4.9, -2.7, 2.6, 5.0, 2.5, -9.5, -4.5
- CCCCNC(=O)CSc1nc2cc3c(cc2c(=O)n1CCCC(=O)NCCc1ccc(OC)c(OC)c1)OCO3
 : 0.9, -2.1, -1.2, -1.2, -3.7, -5.7, 0.7, 5.3, -7.3, 1.6, -6.9
- COc1ccccc1NC(=O)C(=O)Nc1ccc2c(c1)N(C(=O)C1CC1)CCC2
 : ., 4.2, ., -0.1, -1.5, -8.5, 2.0, -12.7, -13.9, ., 14.1
- COc1ccc(-c2cccc(NS(=O)(=O)c3cc([N+](=O)[O-])ccc3C)c2)nn1
 : 0.1, 7.4, -0.2, 1.2, 2.3, -6.1, 1.9, -20.4, -2.7, 2.1, 3.7
- Cc1[nH]n2c(=O)cc(C(C)(C)C)nc2c1-c1ccccc1
 : -4.8, -1.4, -1.4, 0.5, -2.3, -11.1, 5.3, 20.9, 9.2, 16.5, -4.7
- O=C(Cn1cnc([N+](=O)[O-])n1)N/N=C/c1cccc2ccccc12
 : -4.5, -1.5, 0.0, -0.4, 2.7, 0.0, -0.4, 8.0, 7.3, -4.8, -6.7
- CC1CCCC(NC(=O)COC(=O)c2ccccc2Sc2ccccc2C#N)C1C (stereo unspecified)
 : 0.0, -0.1, 5.9, -1.2, 2.3, -3.5, -1.4, 9.6, 1.2, -10.3, -0.9
- CCC(C)(C)NC(=O)C(c1cccn1C)N(C(=O)Cn1nnc2ccccc21)c1ccc(OC)cc1 (stereo unspecified)
 : -1.7, -1.4, -2.9, -0.2, -0.4, 3.6, -1.5, -24.8, 1.4, 14.4, -14.0
- CCCN1Cc2cccc(C(=O)N3CCN(c4ccc(F)cc4)CC3)c2C1=O
 : -0.7, -0.7, 1.6, 1.2, 0.9, -6.6, -0.9, 2.0, -4.7, -3.4, -1.6
- COc1ccc(CNC(=O)c2noc(C)c2[N+](=O)[O-])cc1
 : 0.1, 5.0, -1.9, -2.3, 0.7, -7.0, -0.1, -12.3, 1.4, 7.6, -0.3
- CCCCNC(=O)c1ccc(NS(=O)(=O)c2ccc3[nH]c(=O)[nH]c3c2)cc1
 : 1.6, 1.3, 2.1, 1.6, 0.9, 5.5, 3.3, -11.6, -1.9, 3.9, 4.0
- COc1cc(CN2CCN(S(=O)(=O)c3ccc(NC(C)=O)cc3)CC2)cc(OC)c1O
 : 0.6, 5.0, -1.3, -0.3, ., -7.2, -0.5, 3.8, -6.9, 72.0, -6.6
- CC(C)C(NS(=O)(=O)c1cccc2nsnc12)C(=O)NCc1ccc2c(c1)OCO2 (stereo unspecified)
 : -0.7, 2.8, -1.1, 0.0, 4.5, 1.5, 3.4, -8.2, -0.9, -12.2, -0.3
- O=C(NCCCN1CCCC1)c1ccc2c(Cl)c3c(nc2c1)CCCC3
 : 0.7, 0.2, 0.7, 0.3, 2.9, -7.9, 0.0, 7.8, 2.9, -0.7, 1.5
- Cc1cc(F)ccc1NCc1ccncc1
 : -1.4, -2.5, 2.0, -4.4, 0.9, -1.1, 0.3, 6.5, -4.2, 16.1, -2.0
- COc1ccc(CNC(=O)COC(=O)c2cccc(S(=O)(=O)N3CCOCC3)c2)cc1
 : 3.0, -1.5, 1.1, -3.0, 2.5, -11.5, -1.1, 3.7, 0.4, -1.5, 0.1
- CCNc1ncnc2c1cnn2C1CCCCO1 (stereo unspecified)
 : ., 2.7, ., -2.3, 1.9, -10.0, 0.8, -10.5, -18.8, ., -3.8
- Cc1ccc(-c2sc(-c3cccnc3)nc2CC(=O)O)cc1
 : 0.6, 2.8, 6.1, -1.2, 0.9, -20.9, 1.3, 1.6, 0.2, 15.7, -5.4
- CCCCN(C(=O)CSCc1ccc(C)cc1)c1c(N)n(CCC)c(=O)[nH]c1=O
 : 0.1, 0.9, 2.3, -1.7, 0.9, 6.5, 3.9, 1.3, -12.7, 8.7, -0.2
- COc1ccc(NC(=O)CN2C(=O)NC3(CCCc4ccccc43)C2=O)c(OC)c1 (stereo unspecified)
 : 0.4, -0.3, 1.5, 1.9, 1.3, 8.0, -0.6, 0.7, -0.1, -19.5, -4.0
- CC(NC(=S)N1CCN(c2ccccc2)CC1)c1ccccc1 (stereo unspecified)
 : 0.0, 2.6, 1.3, -0.9, 1.7, -5.1, -4.3, -7.4, 3.0, 4.9, 1.9
- CC(C)(C)c1ccc(/C=N/NC(=O)C(=O)NCCCN2CCOCC2)cc1
 : 1.3, -3.4, -2.5, -0.4, 2.3, 6.1, -2.0, 8.5, 6.4, 0.1, -2.0
- COc1cc(OC)c(NC(=O)Nc2ccc(OC)c(OC)c2)cc1Cl
 : -4.2, 4.0, 2.9, 2.3, 1.7, -11.4, -3.0, -11.8, 2.9, -6.9, 17.7

Record cards (already shown). Screens in order: Ecoli viability | HTR5A ag | AddAB inh | CDK5 inh | phage Ecoli inh | PKA-R2B act | DAGLB inh | HTR5A inv ag | PKA-R1A activ | SUMO Mot1 rescue | Tat export inh
COC(=O)Cc1cc(=O)n2[nH]c(C)c(-c3ccccc3)c2n1 is entered as 1.3 | -1.1 | 3.6 | 1.4 | 4.9 | -2.7 | 2.6 | 5.0 | 2.5 | -9.5 | -4.5
COc1ccc(-c2ocnc2C(=O)N2CCN(C(c3ccccc3)c3ccccc3)CC2)cc1 is entered as 1.4 | -1.8 | 1.0 | -5.5 | 0.8 | -0.6 | 0.5 | 4.6 | 1.8 | -2.7 | 5.1
CCN1/C(=C\c2ccc3ccccc3[n+]2CC)Sc2cc(C)ccc21 is entered as 15.0* | 7.6 | 13.3* | -1.7 | 8.9 | -5.0 | -11.2 | 12.1 | -3.3 | -6.7 | -3.8
